Screens (PubChem BioAssay)
OXTR ag – human OXTR agonism; P30559; CHO-OTR cells, Fluo-8 calcium fluorescence; normalized: DMSO 0%, oxytocin 100%; activation, % at 3 µM; hit rate 0.32% among 320,000; AID 2435;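 active means activation above the mean of all tested compounds plus 3 SD, cutoff set per screening run, cut at about 20% in these data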;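 further: peak over basal fluorescence ratio from a 100 s FLIPR kinetic read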
Target sequence (P30559 whole entry, looked up): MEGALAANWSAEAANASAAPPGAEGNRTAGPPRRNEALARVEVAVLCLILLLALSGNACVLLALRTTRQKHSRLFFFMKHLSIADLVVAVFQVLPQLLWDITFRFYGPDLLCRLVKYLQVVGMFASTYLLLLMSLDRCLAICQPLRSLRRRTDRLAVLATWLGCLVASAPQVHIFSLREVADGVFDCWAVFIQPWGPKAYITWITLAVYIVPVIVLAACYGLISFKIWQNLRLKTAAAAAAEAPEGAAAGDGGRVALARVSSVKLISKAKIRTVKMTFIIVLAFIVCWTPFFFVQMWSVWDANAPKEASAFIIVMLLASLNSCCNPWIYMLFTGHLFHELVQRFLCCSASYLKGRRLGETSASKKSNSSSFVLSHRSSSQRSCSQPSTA
* marks the source's active call; other numbers are inactive results. A portion of the library (hit frequency here may not be typical).

Structure | OXTR ag
COc1cc(C(=O)NCC(c2ccco2)N2CCOCC2)cc(OC)c1OC (stereo not given) | 0.5
CCCCc1nnc(NC(=O)Cc2ccc(OC)c(S(=O)(=O)N3CCOCC3)c2)s1 | -0.5
O=C(Nc1nnc(SCc2ccccc2)s1)C1=COCCO1 | 1.2
Cc1ccc(C2(C)NC(=O)N(CC(=O)Nc3ccc(N4CCOCC4)cc3N3CCOCC3)C2=O)cc1 (stereo not given) | 0.7
Cc1cc(OCC(=O)OCC(=O)Nc2cc(S(=O)(=O)N3CCOCC3)ccc2Cl)ccc1Cl | 15
CCN(CC(=O)Nc1ccc(NC(C)=O)cc1)C(=O)c1cccc(-n2cccc2)c1 | 0.1
Cc1cc(Br)ccc1NC(=O)CN(C)C(=O)CN1C(=O)NC(C)(C2CC2)C1=O (stereo not given) | 1.0
Nc1nnc(SCC(=O)NCC(=O)Nc2ccc(F)c(F)c2F)s1 | 1.2
CCOC(=O)C(C)N(c1ccccc1Cl)S(C)(=O)=O (stereo not given) | -0.8
Cc1ccccc1OCC(=O)Nc1ccc2c(c1)ncn2C | 0.9
CSCCC(NC(=O)c1ccccc1)C(=O)N1CC(C)OC(C)C1 (stereo not given) | -1.2
CC(NC(=O)c1ccco1)C12CC3CC(CC(C3)C1)C2 (stereo not given) | -2.6
CC(C)(C)OC(=O)N[C@@H](C(=O)OC(C)(C)C)c1ccc(C(F)(F)F)cc1 | -1.2
Cc1ccccc1-c1nnn(CC(=O)NC(=O)NC2CCCC2)n1 | 0.1
O=C(c1cc(S(=O)(=O)N2CCOCC2)ccc1F)N(Cc1nnc(-c2ccccc2Cl)o1)C1CC1 | 1.0
Nc1nonc1-n1nnc(C(=O)N/N=C/c2cccc(F)c2)c1CN1CCCCCC1 | 0.5
O=C(Nc1ccc(S(=O)(=O)N2CCCC2)cc1)c1cncc(Br)c1 | 4.8
O=C(CCNC(=O)c1ccccc1Cl)NCc1ccncc1 | 0.0
COc1cc(/C=C/C(=O)OCC(=O)NC(=O)NC2CCCCC2C)ccc1OC(F)F (stereo not given) | -0.8
CN(CC(=O)Nc1ccccc1Cl)C(=O)COC(=O)c1nc(Cl)ccc1Cl | 0.6

Fetched one by one from above (3):
Structure | OXTR ag
COc1cc(/C=C/C(=O)OCC(=O)NC(=O)NC2CCCCC2C)ccc1OC(F)F (stereo not given) | -0.8
CC(NC(=O)c1ccco1)C12CC3CC(CC(C3)C1)C2 (stereo not given) | -2.6
Cc1cc(OCC(=O)OCC(=O)Nc2cc(S(=O)(=O)N3CCOCC3)ccc2Cl)ccc1Cl | 15

Following part.
Structure | OXTR ag
O=C(NOCc1ccccc1)c1ccc([N+](=O)[O-])cc1 | 0.7
Cc1ccccc1C(=O)O[C@H]1[C@H](Cc2ccccc2)NS(=O)(=O)[C@H]2CC3C=C[C@]12O3 | -0.5
CCN(CC(=O)Nc1ccc(NC(C)=O)cc1)C(=O)CN1C(=O)NC2(CCCC2)C1=O | 1.2
CC[C@@]1(C(=O)OC)N[C@H](CN(C)C(=O)COc2ccccc2)[C@@H]2C(=O)N(Cc3ccccc3)C(=O)[C@@H]21 | -0.6
O=C(CCC(=O)c1cccs1)NCc1cccc(C(F)(F)F)c1 | -2.5
CN(Cc1ccc(Cl)cc1)C(=O)COC(=O)CSc1ccc([N+](=O)[O-])cc1 | 2.3
CCC(C)c1ccccc1O (stereo not given) | -1.0
CCOC(=O)N1CCN(C(=O)c2ccc(S(=O)(=O)Nc3ccccc3)cc2)CC1 | 3.5
NS(=O)(=O)c1ccc(CNC(=O)c2ccc(C(=O)c3ccccc3)cc2)cc1 | -0.1
COc1ccc(COCC(O)CN2CCN(S(=O)(=O)c3ccc(C(C)C)cc3)CC2)cc1 (stereo not given) | 8.7
CCN1C(=O)[C@H]2[C@@H](c3ccc(-c4ccc(F)cc4)c(OC)c3)N[C@@](C)(C(=O)OC)[C@H]2C1=O | -0.6
C[C@@H]1CCC(=O)N(C[C@@H](C)CSc2ccc(Br)cc2)CC1 | 1.5
CN(C(=O)c1ccc(NC(=O)Cc2cccc(NC(=O)C3CCCN(C(=O)C4CCC4)C3)c2)cc1)C1CCCC1 (stereo not given) | 0.2
CC(=O)N1CCN(C(=O)c2ccc(NS(=O)(=O)c3cc(C)ccc3C)cc2)CC1 | -0.5
COc1cccc(C(=O)N2CCN(C(=O)C3CCCO3)CC2)c1 (stereo not given) | 0.7
Cc1ccc(S(=O)(=O)N2CCOCC2)cc1C(=O)Nc1cccc(C(=O)NC2CC2)c1 | -0.5
O=C1CCCC(O)=C1Sc1cc(Cl)c(Cl)cc1Cl | -0.3
CCC(C(=O)OCC(=O)c1ccc(OC)cc1OC)c1ccccc1 (stereo not given) | -1.3
CN(C)c1ccccc1-c1csc(N2CCC(C(N)=O)CC2)n1 | -0.9
O=C(CN1C(=O)NC2(CCc3ccccc32)C1=O)Nc1ccc(Br)cc1F (stereo not given) | 1.2

Four of the compounds above, as labelled records.
CC(NC(=O)c1ccco1)C12CC3CC(CC(C3)C1)C2 (stereo not given)
  OXTR ag: -2.6

CC(C)(C)OC(=O)N[C@@H](C(=O)OC(C)(C)C)c1ccc(C(F)(F)F)cc1
  OXTR ag: -1.2

Cc1ccccc1-c1nnn(CC(=O)NC(=O)NC2CCCC2)n1
  OXTR ag: 0.1

O=C(c1cc(S(=O)(=O)N2CCOCC2)ccc1F)N(Cc1nnc(-c2ccccc2Cl)o1)C1CC1
  OXTR ag: 1.0

(list continues)
Structure | OXTR ag
Cc1cc(NC(=O)CSc2nccn2-c2cccc(F)c2)no1 | -0.7
Cc1cccc(NS(=O)(=O)c2cccc(C(=O)N3CCN(S(=O)(=O)c4ccccc4)CC3)c2)c1 | 0.1
CC(C)CN(C(=O)COC(=O)C12CC3CC(CC(Cl)(C3)C1)C2)c1c(N)n(Cc2ccccc2)c(=O)[nH]c1=O | -0.8
CC(=O)Nc1c(-c2ccccc2)nc2ccc(Cl)cn12 | -1.4
C=CC[C@@H](CC(=O)NCCO)C(=O)N[C@@H](COC(=O)[C@@H](CC=C)CC(=O)OC(C)(C)C)Cc1ccccc1 | -1.5
CCCN(CC(=O)Nc1ccccc1C)C(=O)c1ccc(N2CCCC2)c([N+](=O)[O-])c1 | -0.5
COc1cc(SC)ccc1C(=O)N1CCN(S(=O)(=O)/C=C/c2ccccc2)CC1 | 1.8
COC(=O)c1c(-c2ccc(N(C)C)cc2)sc2ccc(OC)cc12 | -0.7
O=c1[nH]c(O)c(N=Nc2ccc(Cl)c(S(=O)(=O)Nc3ccccc3Cl)c2)c(=O)[nH]1 | -0.5
CCOC(=O)C1=C(COC(=O)C(CC)Oc2ccccc2)NC(=O)NC1C (stereo not given) | -2.1
CCCOc1ccc(NC(=O)CC2C(=O)OCC3CCCCN32)cc1 (stereo not given) | 1.1
O=C(CNC(=O)c1cccs1)Nc1ccc2c(c1)OCCO2 | -0.1
c1ccc2[nH]c(-c3ccc4c(c3)OCO4)nc2c1 | -2.8
CCC1(c2ccccc2)NC(=O)N(CC(=O)Nc2ccccc2C(=O)N2CCCCC2)C1=O (stereo not given) | -0.1
C[C@H](CO)N1C[C@H](C)[C@@H](CN(C)S(=O)(=O)c2cn(C)cn2)Oc2ccc(NC(=O)Cn3cnnn3)cc2C1=O | 2.1
O=C(COc1coc(CN2CCc3ccccc3C2)cc1=O)Nc1cccc(F)c1 | 2.1
COc1cccc(NC(=O)COC(=O)CNC(=O)C2CCCCC2)c1 | -0.5
CN(C)CCCN(C(=O)c1ccc(S(=O)(=O)N2CCCCCC2)cc1)c1nc2c(F)cc(F)cc2s1 | 6.6
CCOC(=O)N1CCN(C(=O)CCN2C(=O)c3ccccc3S2(=O)=O)CC1 | -0.3
Cc1cccc(NC(=O)CNC(=O)c2ccco2)n1 | 1.1
COC(=O)CCC[C@H]1CC2(C[C@H](CCCO[Si](C)(C)C(C)(C)C)N1C(=O)OC(C)(C)C)OCCO2 | 0.2
CCN(CC)c1ccc(NC(=O)COC(=O)CCC(=O)c2cccs2)cc1 | -0.3
CC(=O)Nc1cccc(O)c1 | 0.4
COc1ccc(NS(=O)(=O)c2cc(NC(=O)C3=NN(c4ccccc4)C(=O)CC3)ccc2OC)cc1 | 5.4
Cc1ccc([N+](=O)[O-])cc1S(=O)(=O)Nc1ccc(-c2ccc(N3CCOCC3)nn2)cc1 | 2.0
Cc1c(C(=O)N2CCN(S(=O)(=O)c3cccs3)CC2)oc2ccc(F)cc12 | 0.3
Cc1ccc(S(=O)(=O)/N=C2\C=C(Nc3ccc(O)cc3)C(=O)c3ccccc32)cc1 | -2.9
CCN(c1ccc(C(=O)CSc2nnc(C3CC3)n2C2CC2)cc1)S(C)(=O)=O | -0.6
COc1ccc(NC(=O)N(C)C[C@H]2Oc3c(NC(=O)C4CCCCC4)cccc3C(=O)N([C@H](C)CO)C[C@@H]2C)cc1 | 0.0
Cc1ccc(S(=O)(=O)CCC(=O)OCC(=O)NC2CCS(=O)(=O)C2)cc1 (stereo not given) | 0.3
COc1ccc2nc(C3CCCCC3)nc(C3CCCCC3)c2c1 | -0.3
Cc1ccc(NC(=O)C2=CC=CN3CCS(=O)(=O)N=C23)cc1 | 2.0
Cc1ccc(NC(=O)CSc2nc3[nH]c(=O)cc(O)c3s2)c(Br)c1 | 1.2
O=C(/C=C/c1cccc([N+](=O)[O-])c1)c1ccc([N+](=O)[O-])o1 | -0.3
O=S(=O)(Nc1ccc(Cl)cn1)c1ccc2c(c1)OCCO2 | -0.9
Cc1ccc(NC(=S)NC(=O)C2CCCC2)c(Br)c1 | -2.0
CC1(C)Cc2cccc(OCC(=O)N3CCN(c4ccccc4F)CC3)c2O1 | -2.3
CCN(C(=O)CSc1nc2ccccc2o1)c1c(N)n(Cc2ccccc2)c(=O)[nH]c1=O | 1.4
O=C(Nc1ccc2nc3n(c(=O)c2c1)CCCC3)c1ccc(Cl)nc1 | -0.6
O=C(CC1OC(=O)c2ccccc21)Nc1ccc(Cl)c(S(=O)(=O)N2CCCCC2)c1 (stereo not given) | 2.4
CN(CC(=O)Nc1cccc(F)c1)C(=O)C1CC(=O)N(CCc2ccccc2)C1 (stereo not given) | 0.2
NS(=O)(=O)c1cccc(NC(=O)COC(=O)CNC(=O)c2ccc(-c3ccccc3)cc2)c1 | -0.4
Nn1c(COc2ccccc2F)nnc1SCC(=O)NC1CC1 | -0.6
O=C(COC(=O)c1ccc([N+](=O)[O-])s1)NCCc1ccccc1 | -0.3
CC(C)c1nc(SCC(=O)N2CCCC2)c2c(=O)n(C)c(=O)n(C)c2n1 | -1.3
O=C(CCN=C1NS(=O)(=O)c2ccccc21)NCc1ccccc1F | 0.5
CC(C(=O)Nc1ccc(Br)cc1)N(C)CC(=O)NCc1ccco1 (stereo not given) | 0.8
COc1cc(OC)cc(C(=O)NNC(=O)CCc2nc3ccccc3c(=O)[nH]2)c1 | 0.9
CC(C)CCN(C(=O)C1CCCC1)c1c(N)n(Cc2ccccc2)c(=O)[nH]c1=O | -1.6
Cc1cccc(Nc2nnc(SCC(=O)NCC3CCCO3)s2)c1C (stereo not given) | 0.6
CN(Cc1ccccc1)C(=O)c1[nH]cnc1C(=O)NC1CCN(C(=O)OC(C)(C)C)CC1 | 1.0
Cc1noc(C)c1NC(=O)Nc1ccc2c(c1)C(=O)N([C@H](C)CO)C[C@H](C)[C@@H](CN(C)C(=O)Nc1ccccc1)O2 | 1.9
N#Cc1cccc(NS(=O)(=O)c2ccccc2Cl)c1 | 4.3
CCOC(=O)CC/C(=N\NC(N)=O)c1ccc(OC)c(Cl)c1 | 0.2
Cc1ccc(C(=O)NCC(=O)OCC(=O)Nc2cc(S(=O)(=O)N3CCOCC3)ccc2Cl)s1 | -0.6
COc1ccc2c(c1)C(=O)Cc1ccccc1O2 | -1.8
O=C(NC(=S)Nc1ccccc1Br)C1CCCCC1 | -1.5
O=C(CSc1nc2ccccc2s1)NCc1cc([N+](=O)[O-])ccc1O | 4.3
CN(CC(=O)Nc1ccc(F)c(F)c1F)C(=O)c1ccc2c(c1)OCCO2 | 0.5
O=C(COC(=O)c1cc[n+]([O-])cc1)NC(=O)c1ccc(OC(F)F)cc1 | 1.3

New compounds follow:
Structure | OXTR ag
C[C@@]12C(=O)Nc3ccccc3C(=O)N1[C@H]1c3cc(Br)ccc3OC[C@@H]1[C@@H]2c1ccccc1 | 1.1
COc1ccccc1-c1nnc(SC(C)C(=O)N2CCOCC2)o1 (stereo not given) | 0.7
COc1ccc(CC(=O)NNC(=O)COc2ccc(Cl)cc2C)cc1S(=O)(=O)N1CCOCC1 | 0.2
O=C(NCCC1CCCCN1S(=O)(=O)c1ccccc1)C(=O)NCc1ccccc1F (stereo not given) | -0.9
Cc1c[n+]([O-])ccc1Oc1ccc([N+](=O)[O-])cc1 | 0.5
Cc1ccc(S(=O)(=O)N(C)C[C@H]2Oc3ccc(NC(=O)C4CCCCC4)cc3C(=O)N([C@H](C)CO)C[C@H]2C)cc1 | -1.6
COc1ccc(C2=CN(Cc3ccccc3)CCC2=O)cc1 | 7.3
CC(Sc1nnc(-c2ccccc2F)n1C1CC1)C(=O)NCc1ccco1 (stereo not given) | 1.8
O=C(COc1ccccc1F)Nc1ccccc1C(=O)NC1CC1 | -1.4
O=C(c1cccc(Cl)c1)N1CCN(c2ccc(N3CCOCC3)nn2)CC1 | 0.3
CC1Cc2ccccc2N1C(=O)c1ccc(F)c(S(=O)(=O)N2CCOCC2)c1 (stereo not given) | 1.5
CCc1ccc(NC(=O)C(=O)c2ccccc2NC(C)=O)cc1 | -1.5
CCOC(=O)[C@H]1[C@H]2COc3ccc(C)cc3[C@@H]2N2C(=O)c3cc(Cl)ccc3NC(=O)[C@@]12C | -2.1
CCOc1ccc(OCCNC(=O)C(NC(=O)c2c(F)cccc2F)C(C)C)cc1 (stereo not given) | -1.8
Cn1cccc1C1CCCN1CC(=O)Nc1c(Cl)cc(Cl)cc1Cl (stereo not given) | -1.8
